EPAC1 agonist: qHTS for Agonist of cAMP-regulated guanine nucleotide exchange factor 3 (EPAC1): primary screen. EPAC1 agonist qHTS, biochemical assay; response scale: 100% = response to 6.5 mM cAMP. Potency, µM (titrated, usually from 154 µM), without a hit: at the highest dose activation, hits mostly activators. hit rate 0.073% among 360,000; further: potency means the concentration at half of the fitted maximal effect; nearly all actives have a fitted effect of over 60% in size
Target sequence (O95398 whole entry, looked up): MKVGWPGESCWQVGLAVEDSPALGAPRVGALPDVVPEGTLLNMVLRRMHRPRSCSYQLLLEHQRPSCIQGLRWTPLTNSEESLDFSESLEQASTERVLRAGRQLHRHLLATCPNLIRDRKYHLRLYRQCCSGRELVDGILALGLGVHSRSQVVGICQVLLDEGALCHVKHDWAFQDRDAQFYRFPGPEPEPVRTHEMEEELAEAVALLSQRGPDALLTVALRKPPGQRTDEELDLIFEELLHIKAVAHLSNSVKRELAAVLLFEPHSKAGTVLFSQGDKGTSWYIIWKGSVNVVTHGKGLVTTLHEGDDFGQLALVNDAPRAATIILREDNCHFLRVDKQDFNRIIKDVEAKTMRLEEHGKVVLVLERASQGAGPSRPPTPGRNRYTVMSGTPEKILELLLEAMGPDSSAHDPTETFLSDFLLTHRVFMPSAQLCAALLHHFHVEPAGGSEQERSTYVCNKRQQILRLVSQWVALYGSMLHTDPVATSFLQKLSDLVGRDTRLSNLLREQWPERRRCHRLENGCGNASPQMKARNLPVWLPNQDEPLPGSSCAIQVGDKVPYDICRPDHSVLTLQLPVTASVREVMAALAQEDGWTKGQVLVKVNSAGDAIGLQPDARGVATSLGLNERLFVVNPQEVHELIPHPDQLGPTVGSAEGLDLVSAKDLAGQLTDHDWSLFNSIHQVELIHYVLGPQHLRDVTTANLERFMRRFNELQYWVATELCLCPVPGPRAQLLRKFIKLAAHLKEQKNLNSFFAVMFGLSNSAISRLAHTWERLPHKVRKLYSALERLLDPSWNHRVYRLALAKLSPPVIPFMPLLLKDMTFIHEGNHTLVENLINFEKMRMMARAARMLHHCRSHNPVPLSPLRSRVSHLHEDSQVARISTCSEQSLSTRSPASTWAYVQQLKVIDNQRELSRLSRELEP
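Fluorescent GDP-exchange assay: 100 nM EPAC1 with 250 nM Rap1B preloaded with BODIPY-GDP and 50 uM GDP; compounds tested as concentration series, 5 min at room temperature, then read every 5 min for 30 min (ex 480/em 540 nm); normalized to 6.5 mM cAMP.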
PLK1 PBD inh: qHTS for Inhibitors of PLK1-PDB (polo-like kinase 1 - polo-box domain): Primary Screen | Serine/threonine-protein kinase PLK1 (Homo sapiens), P53350 | Plk1 PBD binding of FITC phosphopeptide, fluorescence polarization | Potency, µM, for inactives: max response, negative = inhibition, actives largely listed as inhibitors | hit rate 2.8% among 360,000 | AID 720504, 2013; further: potency means the concentration at half of the fitted maximal effect; series mostly up to about 57 µM; on the % scale 0 is the no-effect control and ±100 the full control effect; nearly all actives have a fitted effect of over 65% in size
WRN helicase inh: qHTS for Inhibitors of WRN Helicase; Bifunctional 3'-5' exonuclease/ATP-dependent helicase WRN (Homo sapiens), Q14191; Potency, µM (top dose mostly 114 µM), for the others: at the highest dose activity change, negative = inhibition, actives largely listed as inhibitors; WRN helicase unwinding, fluorescent forked duplex, kinetic; hit rate 0.46% among 360,000; further: potency means the concentration at half of the fitted maximal effect; on the % scale 0 is the no-effect control and ±100 the full control effect; nearly all actives have a fitted effect of over 55% in size
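Kinetic fluorescence helicase assay: unwinding of a quenched forked DNA duplex (100 nM final) with 2 mM ATP final raises red fluorescence (525/598 nm). Compounds sat 15 min at room temperature with 20 nM WRN beforehand.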
EPAC1 antagonist: qHTS for Antagonist of cAMP-regulated guanine nucleotide exchange factor 3 (EPAC1): primary screen; EPAC1 GEF assay, Rap1b-BODIPY-GDP exchange fluorescence; hit rate 0.14% among 360,000; Potency, µM (highest dose often 115 µM), for the others: at the top dose activity change, negative = inhibition, usual class: inhibitors; Rap guanine nucleotide exchange factor 3 (Homo sapiens), O95398;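 further: potency means the concentration at half of the fitted maximal effect; plate controls were vehicle for no effect and positive control for full effect; nearly all actives have a fitted effect of over 50% in size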
aSyn yeast inh: qHTS of alpha-syn Inhibitors | Potency, µM (titrated, usually from 46.1 µM), without a hit: at the top dose growth rescue (activation), usual class: activators | Yeast expressing alpha-synuclein, growth rescue, BacTiter-Glo, 24 h | hit rate 0.14% among 370,000 | AID 652106, 2013; further: potency means the concentration at half of the fitted maximal effect; % of control where 0% means no effect; nearly all actives have a fitted effect of over 65% in size
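Readout is rescue of growth in alpha-synuclein-expressing yeast, so inhibitors of toxicity appear as activators. Growth after 24 hr at 30 deg C in galactose medium is quantified by luminescence.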
IL-2 act: qHTS of IL-2 Activators. activation, % (series mostly up to about 46 µM). hit rate 0.065% among 360,000. IL-2 activation reporter assay, cell-based qHTS; stimulated with anti-CD3/CD4/CD28 beads; in transgenic mouse T cells. AID 652025, 2013; in the data active means activation above about 50%; inconclusive means mostly about 30% to 49%; further: 0% is about no effect
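Quantitative HTS in unstimulated transgenic mouse T cells, with memory T cells as non-tolerant control and PMA/ionomycin as tolerance-bypass control. Compound pretreatment lasted 60 minutes before 18 h bead stimulation; EGFP/DsRed fluorescence read.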
FUS yeast rescue: qHTS for Suppressors of FUS Proteinopathy: Primary screen using FUS-linked yeast assay; Potency, µM (titrated, usually from 76.6 µM), without a hit: at the highest dose growth rescue (activation), most hits filed as activators; S. cerevisiae FUS-expressing, growth rescue, OD600, 24 h; hit rate 0.24% among 390,000;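 further: potency means the concentration at half of the fitted maximal effect; plate controls were DMSO vehicle for no effect and reference control for full effect; nearly all actives have a fitted effect of over 55% in size; some results filed as inactive show a strong effect at the top dose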
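Read-out: OD at 600 nm after 24hr at 30C, reporting rescue of FUS-induced yeast toxicity. Cells at OD 0.005 in galactose (2%) minimal medium; compounds tested in a dilution series; CP55940 titration from 92uM final as control.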
PI5P4K alpha inh: qHTS for Inhibitors of phosphatidylinositol 5-phosphate 4-kinase (PI5P4K); AID 652105, 2013; hit rate 1.2% among 330,000; PI5P4Kalpha enzyme, ADP-Glo luminescence, 60 min; hits give low values; max response, %; active means max response of -50% or lower; inconclusive means between -30% and -50%; inactive means -30% or higher; further: value at the top dose of about 77 µM; on the % scale 0 is the no-effect control and ±100 the full control effect
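Single end-point luminescence (ADP-Glo) quantified ADP from PI5P4Kalpha turnover; ATP 5 microM final, 1 h at RT, 0.1% CHAPS and 0.28 mM EGTA in HEPES pH 7.4.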
Abeta rescue: qHTS for compounds that reverse cellular toxicity of Amyloid beta (A-beta) peptide in yeast: Primary Screen; yeast expressing A-beta42, growth rescue, OD600, 48 h; response scale: 0% DMSO, 100% iron-clioquinol control; Potency, µM (series often up to 46.1 µM), inactives show top-dose growth rescue, actives largely listed as activators; hit rate 0.063% among 410,000; AID 1347071, 2019; further: potency means the concentration at half of the fitted maximal effect; nearly all actives have a fitted effect of over 55% in size
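Yeast growth medium received pinned compounds, then yeast cells expressing toxic A-beta were added; plates incubated at 30 C for 48 hr. Growth read as absorbance at 600 nm, normalized to DMSO and equimolar FeCl3 plus clioquinol controls.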
Active calls of the source: *; ? = inconclusive; / = not tested or not shown; & = joins results of further samples; [ ] = another dose, or the depositor's remark. Unless noted, the call rests on the fitted dose curve; in most records, active means well fitted curve in the direction sought with a large enough effect; inconclusive means small, poorly fitted or top-dose-only effect, or another doubt; inactive means no such curve, though single readings can be large; an effect the other way counts as inactive or inconclusive.

Preview:
SMILES	EPAC1 agonist	PLK1 PBD inh	WRN helicase inh	EPAC1 antagonist	aSyn yeast inh	IL-2 act	FUS yeast rescue	PI5P4K alpha inh	Abeta rescue
COc1ccc(NC(=O)Nc2c(C)n(-c3ccccc3)c(=O)n2C)cc1OC	-2%	3%	4%	10%	-5%	2.1	13%	-1	8%
Cc1ccc(S(=O)(=O)NCC(=O)NNC(=O)c2ccccc2Cl)cc1C	-12%	-14%	10%	?	-10%	0.5	3%	-16	1%

The listing, from the first entry:
SMILES	EPAC1 agonist	PLK1 PBD inh	WRN helicase inh	EPAC1 antagonist	aSyn yeast inh	IL-2 act	FUS yeast rescue	PI5P4K alpha inh	Abeta rescue
COc1ccc(NC(=O)Nc2c(C)n(-c3ccccc3)c(=O)n2C)cc1OC	-2%	3%	4%	10%	-5%	2.1	13%	-1	8%
Cc1ccc(S(=O)(=O)NCC(=O)NNC(=O)c2ccccc2Cl)cc1C	-12%	-14%	10%	?	-10%	0.5	3%	-16	1%
CCOC(=O)c1cnn2c(C(F)F)cc(C3CC3)nc12	-10%	-1%	2%	18%	-16%	-0.2	-12%	-1	25%
Cc1ccc(C(=O)Nc2ccc3ccccc3c2)cc1	-3%	4%	8%	-3%	8%	-1.8	-13%	4	-7%
O=C(NC1CCN(C(=O)N2c3ccccc3Sc3ccccc32)CC1)c1ccco1	16%	1%	-2%	16%	-3%	-4.1	6%	3	6%
O=C(NN1CCOCC1)c1ccccc1NS(=O)(=O)c1ccc(F)cc1F	-2%	-3%	-18%	-5%	4%	0.2	-6%	-4	3%
Cc1c(C(=O)NCc2ccc3c(c2)OCO3)cccc1[N+](=O)[O-]	-13%	-5%	10%	-23%	-3%	0.6	9%	1	-13%
CC(C)(C)NC(=O)C(c1ccncc1)N(C(=O)C1CSC(=O)C1)c1ccccc1 (stereo not drawn)	-3%	2%	0%	1%	6%	-0.5	-29%	-3	10%
Cc1nn(Cc2c(F)c(F)c(F)c(F)c2F)c(C)c1NC(=O)c1nn(C)cc1Br	-5%	2%	3%	5%	4%	0.3	7%	2	13%
Cc1cc(O)ccc1NC(=O)c1ccccc1	-2%	-1%	-4%	6%	0%	0.0	1%	/	6%
COc1ccc(CNC(=O)CN(c2ccc(C)cc2)S(=O)(=O)c2c(C)noc2C)cc1	-5%	-12%	4%	3%	-3%	-2.5	-5%&-11%	4	-21%&-3%
O=C(Cn1nnc2ccccc2c1=O)N[C@H](C(=O)O)c1ccccc1	4%	30µM*	1%	1%	12%	-1.0	-7%	-7	?
CC(C)Sc1nc(N2CCOCC2)c2c(c1C#N)CC(C)(C)SC2	13%	-10%	1%	-5%	9%	-0.5	/	2	-5%
Cn1cccc([N+](=O)[O-])c1=O	4%	-7%	-11%	?	1%	-0.7	-4%	1	-4%
COc1ccc(C=O)cc1Cn1ccnc1C	-2%	0%	0%	-10%	0%	5.5	2%	8	-6%
O=C(c1sc2cc([N+](=O)[O-])ccc2c1Cl)N1CCCCC1	5%	-10%	-2%	8%	-1%	-2.1	-3%	-12	-23%
COC(=O)c1ccc(C[n+]2ccccc2)cc1	0%	-12%	-28%	-2%	-3%	0.9	2%	3	-16%
O=C(O)c1cccc(NC(=O)c2ccccc2NC(=O)c2cccc([N+](=O)[O-])c2)c1	2%	-5%	-2%	?	-4%	0.3	8%	-1	-17%
Cc1ccc(S(=O)(=O)N(CC(=O)Nc2cccc([N+](=O)[O-])c2)C(=O)N2CCN(C)CC2)cc1	3%	-10%	-2%	2%	-1%	-5.2	4%	-6	3%
CCOc1c(Br)cc(C(=O)NCCCn2ccnc2)cc1OC	7%	-4%	-4%	5%	2%	1.6	-23%	1	11%
COC(=O)c1nn(-c2ccc(OC)cc2)ccc1=O	3%	-3%	-3%	-14%	-1%	-1.7	-27%	-5	3%
Cc1ccc(S(=O)(=O)N2CCC(C(=O)N[C@@H](C)C(=O)Nc3ccc(F)cc3)CC2)cc1	1%	-2%	-9%	-9%	2%	-0.3	0%	3	9%
CSc1nc2nccc(-c3ccc(Cl)cc3)n2n1	4%	-16%	-2%	-1%	-1%	-0.1	-96%[inhibitor]	6	4%
Cc1ccsc1CNC1CCCCC1	12%	4%	2%	18%	2%	0.0	-10%	-2	7%
COc1ccc(OC)c(-n2c(-c3ccc(C)cc3)n[nH]c2=S)c1	7%	-21%	6%	5%	-6%	0.9	1%	0	4%
COc1ccc(-c2c(-c3ccc(OCC(=O)NN)cc3O)n[nH]c2C)cc1	14%	-9%	-4%	-2%	-14%	2.0	?	-18	-17%
Cc1ccc(CSCC(=O)N/N=C/c2cccc(OC3CSC3)c2)cc1	3%	-3%	6%	-5%	1%	0.8	-22%	8	5%
COc1ccc(-c2nnc(SCc3ccc(C(=O)O)cc3)o2)cc1OC	-3%	-4%	2%	-20%	-2%	0.3	-3%	7	2%
COc1ccc(C2=NS(=O)(=O)N(C)C(C(=O)NC3CCCCC3)=C2)cc1	-13%	-15%	-5%	-19%	-2%	-2.0	-4%	-4	-15%
CN(C)c1ccc(/C=N/NS(=O)(=O)c2ccc(Br)cc2)cc1	4%	3%	-6%	-20%	3%	1.4	7%	2	30%
CCOC(=O)C1=CN(Cc2cccc(-c3ccc4c(c3)OCO4)c2)S(=O)(=O)N(C)C1C (stereo not drawn)	8%	-9%	-6%	-9%	?	-1.0	16%	7	6%
O=S(=O)(c1ccc2ccccc2c1)N1CCNCC1	2%	12%	1%	8%	0%	-1.0	7%	9	3%
CCC(=O)N1CCCc2cc(S(=O)(=O)CCC(=O)Nc3ccccc3C)ccc21	-3%	-11%	1%	-6%	-7%	2.2	0%	1	-11%
CCOc1ccc(CCN2C(=O)C(=O)N([C@@H](CC(C)C)CN3CCC[C@@H]3CN3C(=O)C(=O)NC[C@@H]3Cc3ccccc3)C[C@@H]2Cc2ccc(O)cc2)cc1	10%	-10%	-3%	-28%	-3%	0.3	21%	-9	-5%
CN(CC(=O)NCCc1ccc(S(N)(=O)=O)cc1)c1ccccc1	4%	-15%	5%	-28%	-10%	1.2	3%	9	-11%
CCOc1ccc(-n2nnnc2SCC(=O)NC2CCCC2)cc1	6%	-3%	-2%	12%	-2%	-1.0	-12%	4	7%
COc1cc2[nH]c(=O)n(CCC(=O)N3CCc4ccccc4C3)c(=O)c2cc1OC	0%	2%	-1%	12%	2%	0.9	-2%	10	3%
CCCCn1c(N)c(N(CC(C)C)C(=O)CCNC(=O)c2ccc(Cl)cc2)c(=O)[nH]c1=O	0%	-2%	-5%	4%	3%	-1.7	-6%	4	0%
Cc1ccc(/C=N\NC(=O)/C(=C\Nc2nccc(C)n2)NC(=O)c2ccccc2)cc1	-3%	-3%	-7%	4%	-4%	0.7	27%	2	-6%
CC1(C)Cc2ccccc2-c2nnc(SCc3ccccc3)n21	2%	-1%	-11%	-3%	3%	-1.2	-16%	/	10%
Cc1ccc(CC(=O)Nc2ccc([N+](=O)[O-])cc2C)cc1	6%	1%	4%	-9%	1%	0.8	-6%	-6	9%
CCCOCCOC(=O)c1[nH]c2c(c1C)C(=O)CC(c1cc(OC)ccc1OC)C2 (stereo not drawn)	-24%	-9%	-7%	-8%	?	-2.8	-14%	7	12%
O=C1CC(c2ccccc2)CC(O)=C1C=NCc1ccccc1 (stereo not drawn)	2%	0%	-7%	0%	0%	0.6	-6%	/	-7%
COc1ccccc1N1CCN(C(c2cccs2)c2nnnn2C2CCCC2)CC1 (stereo not drawn)	9%	-2%	-18%	-8%	?	-2.6	13%	/	-21%
c1ccc(Nc2nc(N3CCCCC3)nc(N3CCNCC3)n2)cc1	5%	-13%	3%	12%	-3%	0.2	-3%	/	-13%
CCCCOCCCNC(=S)Nc1ccc(S(=O)(=O)N2CCOCC2)cc1	0%	-24%	0%	1%	-6%	-0.4	14%	0	-8%
COc1ccc(CNC(=O)CC[C@H]2O[C@@H](n3cnc4c(NC(=O)c5ccccc5)ncnc43)[C@H](O)[C@@H]2O)cc1	-3%	-5%	2%	8%	-4%	0.9	-15%	-5	-16%
O=C(Nc1cccc(F)c1)Nc1ccc(Cl)cn1	0%	3%	-9%	10%	-4%	1.9	-3%	-2	10%
Cc1nc(N)sc1-c1csc(Nc2ccc(S(N)(=O)=O)cc2)n1	-7%	-21%	-15%	-20%	-9%	-0.3	?	?	-21%
Cc1nc(-c2nnc(-c3ccccc3)o2)c(C(F)(F)F)o1	4%	-4%	-1%	22%	1%	-0.3	18%	-11	-4%
CCOC(=O)C1=C(CSc2nccn2C)NC(=O)NC1c1ccc(OC)cc1 (stereo not drawn)	5%	-4%	-1%	9%	-3%	-2.2	19%	/	-5%
COC(=O)c1ccc(C2/C(=C(\O)c3ccc(OC)c(C)c3)C(=O)C(=O)N2c2cc(C)on2)cc1 (stereo not drawn)	2%	-10%	-8%	-20%	3%	-0.4	?	2	-14%
COc1cccc(OC)c1C(=O)NCCc1ccccc1	2%	-3%	9%	-16%	7%	-0.4	8%	-6	3%
COc1ccc(N(C(=O)c2cccnc2)S(=O)(=O)c2ccccc2)cc1	9%	-19%	-27%	-17%	2%	1.0	9%	1	-18%
